A549 viability: kills or reduces viability of A549 cells in Nrf2 counter-screen | A549 ARE-Fluc cells, CellTiter-Fluor viability, 18-24 h | Potency, µM (titrated, usually from 46 µM), without a hit: at the highest dose activity change, negative = cytotoxicity, most hits filed as inhibitors | 0.16% of 390,000 active | AID 504648; also: potency is read from the fitted curve at half-maximal effect; % is scaled to controls: 0 for no effect and ±100 for the full control effect
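A549 ARE-Fluc cells in 5% FBS OPTI-MEM, 5000 cells/well, rested 2 h then exposed to compounds in concentration-response for 18-24 h at 37 °C. Viability by CellTiter-Fluor fluorescence (Ex 405/Em 525) after 30 min; luciferase luminescence (BugLite, 15 min, RT) read afterwards.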
HepG2 tox: HepG2 cytotoxicity, counter-screen for TGF-b inhibitors. Potency, µM (doses to about 46.1 µM), without a hit: at the highest dose activity change, negative = cytotoxicity, hits mostly cytotoxic. HepG2 CAGA-GFP viability, ATP luminescence, 18 h. 0.76% of 410,000 active; also: potency is read from the fitted curve at half-maximal effect; some results filed as inactive show a strong effect at the top dose
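CellTiter-Glo luminescence gave cytotoxicity after 18 hours at 37 degrees C. The cells were HepG2 CAGA-GFP in 1% FBS DMEM, stimulated with 500 pg/mL TGF-beta after compound addition. %Activity was normalised to no-cell wells (complete cell-killing) and DMSO (no toxicity), and curves were fitted and classified.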
ATXN viability: viability counter-screen for ATXN expression inhibitors; 0.49% of 400,000 active; Potency, µM (series often up to 56.7 µM), hits mostly cytotoxic; S2 cells (HEK-293 line with an ATXN2-luciferase reporter) viability, CellTiter-Fluor protease fluorescence, 24 h; also: potency is read from the fitted curve at half-maximal effect; nearly all actives have a fitted effect of over 40% in size
Nrf2 block: inhibitors of Nrf2 signaling. A549 ARE-Fluc reporter, luciferase luminescence, 18-24 h. Potency, µM (titrated, usually from 46 µM), without a hit: at the top dose activity change, negative = inhibition, hits mostly inhibitors. 2.1% of 360,000 active. AID 504444; also: potency is read from the fitted curve at half-maximal effect; % is scaled to controls: 0 for no effect and ±100 for the full control effect; nearly all actives have a fitted effect of over 60% in size
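Quantitative HTS in A549 cells stably bearing an antioxidant response element-firefly luciferase construct. Inhibition of Nrf2-driven transcription was scored by luminescence after 18-24 h of compound exposure at 37 °C.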
CCT modulator: changes cytosolic chaperonin activity | 0.3% of 360,000 active | AID 651819 | activity change, % (concentration not given with the values), hits read low | purified chaperonin ATPase assay, HTRF ADP detection, 30 min; in the data active = activity change below about -30%; also: % is scaled to controls: 0 for no effect and ±100 for the full control effect
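We incubate TRiC, 40 or 20 nM final, with library compounds at 76 uM and 10 uM ATP for 30 min at 37 °C. ADP formed is detected with Transcreener HTRF reagents after 30 min at room temperature.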
Nrf2 activator: activators of Nrf2 (ARE) signaling; AREc32 ARE-luciferase reporter (MCF7-derived line), luminescence, 24 h; Potency, µM (top dose mostly 46.1 µM), inactives show at the highest dose activation, actives largely listed as activators; 0.31% of 410,000 active; AID 624171; also: potency is read from the fitted curve at half-maximal effect; % of control where 0% means no effect; nearly all actives have a fitted effect of over 65% in size
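Each well held 1000 AREc32 cells, which were incubated with compound for 24 hr at 37 deg C after overnight attachment, and ARE reporter activity was quantified by firefly luciferase luminescence.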
Mm-Cpn inhibitor: M. maripaludis TRiC chaperonin inhibition; 0.031% of 330,000 active; Potency, µM (titrated, usually from 76.9 µM), for inactives: at the top dose activity, negative = inhibition, hits mostly inhibitors; purified Mm-Cpn ATPase, ADP Transcreener TR-FRET; also: potency is read from the fitted curve at half-maximal effect; % is scaled to controls: 0 for no effect and ±100 for the full control effect; nearly all actives have a fitted effect of over 80% in size
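Eu-cryptate anti-ADP/ADP-d2 competition gives a ratio inversely related to ADP. Enzyme at 25 nM was pre-exposed to compound for 10 min, then given 10 uM ATP for 30 min, 37°C throughout.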
pAkt inh: Akt phosphorylation inhibition | 0.32% of 360,000 active | activity change, % for hits at 50 µM | Neuro2A IGF-stimulated pAkt S473 HTRF, 20 min; hits give low values; in the data active = activity change below about -80%; inconclusive = mostly about -51% to -80%; also: % is scaled to controls: 0 for no effect and ±100 for the full control effect
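Neuro2A cells in DMEM with 0.5% FBS, overnight at 37 deg C, given compound at single 50 µM final, then IGF (6 nM final) for 20 min at 37 deg C. Lysed; phospho-Akt Ser473 by HTRF after 24 h, 665/615 ratio.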
TGFb inhibitor: inhibitors of TGF-b signaling; HepG2 CAGA-GFP TGF-b/SMAD3 reporter, GFP fluorescence, 18 h; TGF-beta stimulated, 500 pg/mL final; Potency, µM (top dose mostly 46.1 µM), without a hit: at the highest dose activity, negative = inhibition, most hits filed as inhibitors; 1.2% of 410,000 active; also: potency is read from the fitted curve at half-maximal effect; % is scaled to controls: 0 for no effect and ±100 for the full control effect; nearly all actives have a fitted effect of over 65% in size
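Inhibition of TGF-beta-driven CAGA-GFP reporter expression in HEPG2 cells is measured by cellular GFP fluorescence after 18 h stimulation with 500 pg/mL recombinant TGF-beta in 1% FBS medium at 37 degrees C.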
The depositor's hits bear a star; i = inactive; ? = inconclusive; · = no result given; & = joins results of further samples; [ ] = another dose, or the depositor's remark. Unless noted, calls follow the shape of the dose curve; as a rule, active = well fitted curve in the direction sought with a large enough effect; inconclusive = small, poorly fitted or top-dose-only effect, or another doubt; inactive = no such curve, though single readings can be large; an effect the other way counts as inactive or inconclusive.

SMILES	A549 viability	HepG2 tox	ATXN viability	Nrf2 block	CCT modulator	Nrf2 activator	Mm-Cpn inhibitor	pAkt inh	TGFb inhibitor
N#Cc1ccc(OCC(=O)Nc2nc(-c3ccncc3)cs2)cc1	2%	-4%	i	-4%	3.7	0.0%	-3%	i	-1%
COc1ccc(-c2[nH]ncc2CN(C)Cc2cnccn2)c(OC)c1	1%	-45%	i	-3%	-0.9	-0.4%	0%	i	-1%
O=C1CCC(C(=O)N(c2ccccc2)C2(C(=O)NC3CCCCC3)CCCCC2)N1 (stereo not drawn)	2%	-11%	i	-8%	-5.4	-0.5%	1%	i	-1%
COc1ccc(C)cc1NC(=O)CSc1ccc(Cl)cc1	-10%	-5%	i	?	-1.5	1.5%	1%	i	-4%
O=C1CN(C(=O)COc2ccc(Br)cc2Br)c2ccccc2N1	20%	-3%	i	-11%	-0.9	0.0%	0%	i	-16%
O=C(c1cn(CCOc2ccccc2F)c2ccccc12)C1CCCCC1	1%	-5%	i	3%	·	-0.9%	·	·	0%
O=C(NC1CC(=O)N(c2ccc(F)cc2)C1)c1ccc(S(=O)(=O)N2CCCC2)cc1 (stereo not drawn)	0%	-9%	·	·	·	-0.2%	·	·	0%
CC(=O)Oc1c(Cl)c(N2CCOCC2)c(OC(C)=O)c2ccccc12	-3%	-63%	i	?	-4.0	16µM*	-2%	i	0%
CC(C)CC1(C)NC(=O)N(CC(=O)Nc2cccc(S(=O)(=O)N(C)c3ccccc3)c2)C1=O (stereo not drawn)	2%	2%	i	8%	-4.4	0.4%	-2%	i	13%
COc1ccc(Cc2nnc(SCC(=O)NCC3CCCO3)o2)cc1 (stereo not drawn)	11%	-14%	i	-1%	0.4	0.2%	-4%	i	-2%
N#Cc1ccccc1NC(=O)COC(=O)c1cccs1	2%	-1%	i	?	-0.4	21%	1%	i	5%
COc1ccccc1OCC(=O)Nc1cccc(C(=O)N2CCOCC2)c1	2%	-4%	i	0%	-2.0	0.1%	-1%	i	-14%

One compound at a time, from the list above:
N#Cc1ccccc1NC(=O)COC(=O)c1cccs1 is entered as A549 viability: 2%; HepG2 tox: -1%; ATXN viability: i; Nrf2 block: ?; CCT modulator: -0.4; Nrf2 activator: 21%; Mm-Cpn inhibitor: 1%; pAkt inh: i; TGFb inhibitor: 5%
COc1ccc(C)cc1NC(=O)CSc1ccc(Cl)cc1 is entered as A549 viability: -10%; HepG2 tox: -5%; ATXN viability: i; Nrf2 block: ?; CCT modulator: -1.5; Nrf2 activator: 1.5%; Mm-Cpn inhibitor: 1%; pAkt inh: i; TGFb inhibitor: -4%
COc1ccc(-c2[nH]ncc2CN(C)Cc2cnccn2)c(OC)c1 is entered as A549 viability: 1%; HepG2 tox: -45%; ATXN viability: i; Nrf2 block: -3%; CCT modulator: -0.9; Nrf2 activator: -0.4%; Mm-Cpn inhibitor: 0%; pAkt inh: i; TGFb inhibitor: -1%

(cont.)
SMILES	A549 viability	HepG2 tox	ATXN viability	Nrf2 block	CCT modulator	Nrf2 activator	Mm-Cpn inhibitor	pAkt inh	TGFb inhibitor
CCCN1C2CCCC1CC(NC(=O)c1cccc(OC)c1)C2 (stereo not drawn)	-1%	0%	i	11%	0.8	-0.6%	0%	i	13%
CC1CCCCC1NC(=O)CSc1nncn1N (stereo not drawn)	2%	5%	i	5%	-4.1	-0.2%	1%	i	5%
Cc1cc(C)c(NC(=O)CS)c(Cl)c1	0%	1%	i	-3%	-1.9	0.3%	1%	i	3%
Cc1oc(-c2cccs2)nc1CS(=O)CC(=O)NCCCOC(C)C (stereo not drawn)	·	4%	i	-7%	1.0	-0.6%	0%	i	4%
Cc1cccc(NC2=CC(c3cccc(Br)c3)N(c3cccc(C)c3)C2=O)c1 (stereo not drawn)	2%	-8%	i	?	·	3.5%	·	·	-3%
COC(=O)C1=CN(Cc2ccccc2)C=C(C(=O)OC)C1c1ccc(O)c(OC)c1	-3%	-22%	i	-20%	-2.4	-0.3%	-4%	i	11%
CN(C)C(CN=C1NS(=O)(=O)c2ccccc21)c1ccco1 (stereo not drawn)	0%	-1%	i	4%	1.0	0.2%[9.22 µM]	1%	i	3%
CC1(C)COC(c2cc([N+](=O)[O-])ccc2Cl)=N1	-2%	-5%	i	·	-2.3	-0.6%	-2%	i	31%
CCC(C(=O)Nc1ncn[nH]1)(C(F)(F)F)C(F)(F)F	-11%	-6%	i	3%	-0.3	-0.6%	0%	i	14%
Cc1ccc(OCCn2c(COc3ccc(Cl)cc3)nc3ccccc32)cc1	1%	-103%	i	?	·	0.1%	·	·	?
Cc1ccc(S(=O)(=O)c2nnn3c2nc(NCCc2ccccc2)c2sccc23)cc1	-1%	-12%	·	21µM*	·	-1.4%	·	·	51%[activator]
Cc1nc2ccc(S(=O)(=O)N(CC(=O)Nc3ccc(Cl)cc3)Cc3ccccc3)cc2s1	2%	-28%	i	-21%	·	0.4%	·	·	?
COc1ccc(S(=O)(=O)N(C)C[C@H]2Oc3ccc(NC(=O)Nc4ccc5c(c4)OCO5)cc3C(=O)N([C@H](C)CO)C[C@@H]2C)cc1	-3%	5%	i	6%	0.4	4.0%	0%	i	1%
C[C@H]1CN([C@@H](C)CO)S(=O)(=O)c2ccc(Br)cc2O[C@@H]1CN(C)C(=O)Nc1ccc2c(c1)OCO2	·	-12%	i	·	-0.5	-0.8%	·	i	-12%
COc1ccc(-c2noc(CCC(=O)Nc3cccnc3)n2)cc1	-2%	-2%	i	5%	1.8	-0.8%	0%	i	20%
CSc1ncnc2ncn(C)c12	0%	-19%	i	-11%	0.0	-0.1%	·	i	0%
CC1(C)SC(=S)N(Cc2ccc3c(c2)OCO3)C1N(O)C(=O)NC1CCCCC1 (stereo not drawn)	-9%	-5%	i	·	-0.9	-0.3%	-16%	i	?
COc1ccc(-c2cc(O)cc(O)c2)cc1	7%	-19%	i	5%	-1.9	1.5%	0%	i	0%
Cc1ccc(NC(=O)CN2CCOCC2)cc1S(=O)(=O)N1CCCCC1	0%	9%	i	0%	-3.9	-0.2%	2%	i	11%
Cc1cccc(-c2nnc(SCC(=O)NC3CC3)n2C)c1	-5%	0%	i	-7%	-4.1	-0.5%	-3%	i	-1%
O=C(NNC(=S)NC1CC2CCC1C2)c1ccc(Cl)cc1 (stereo not drawn)	5%	-35%	i	6%	0.4	1.8%	2%	i	?
COc1ccc(OCCCn2c(=O)oc3ccccc32)cc1	-1%	-5%	i	-13%	3.6	0.3%	?	i	?
COc1ccccc1NS(=O)(=O)c1cccc(C(=O)NNC(=O)c2ccc(NC(C)=O)cc2)c1	0%	-46%	i	10%	-2.1	0.1%	4%	i	-3%
Cc1ccc(CCN2CC(C(=O)NCc3ccco3)CC2=O)cc1 (stereo not drawn)	-5%	-24%	i	0%	-2.0	-0.5%	-2%	i	-28%
CCOc1ccc(-n2nnnc2SCC(=O)c2ccccc2)cc1	3%	15%	?	16%	-4.9	3.9%	-2%	i	?
CN1CCC(N(C)C(=O)c2cccc(S(=O)(=O)N3CCc4ccccc43)c2)CC1	0%	-3%	i	1%	-1.0	0.4%	1%	i	-3%
Cc1cccc(NC(=S)NCC23C=CC(O2)C2C(=O)N(c4ccc(Cl)cc4)C(=O)C23)c1 (stereo not drawn)	-10%	-15%	i	?	-1.4	8.7%	-4%	i	0%
O=S1(=O)[C@H]2C[C@@H]3C=C[C@@]2(CN1Cc1cccc(C(F)(F)F)c1)O3	1%	-2%&-14%	i	11%	-0.2	0.1%	-3%	i	5%&-12%
CC(=O)c1cc(C#N)c(NCc2ccccc2)nc1C	5%	0%	i	9%	0.3	0.1%	-1%	i	0%
CC(=O)NCCn1c(SCC(=O)NCCc2ccc(S(N)(=O)=O)cc2)nc2ccccc2c1=O	0%	7%	?	-8%	-3.2	-0.6%	-2%	i	5%
Cc1ccc(N=Cc2cccc(O)c2O)c(C)c1	?	-61%	·	13%	·	·	-6%	·	?
Cc1cccc(CSc2nnc(-c3ccco3)o2)c1	3%	-6%	i	0%	1.5	5.1%	0%	i	0%
CCN(CC(=O)Nc1ccccc1OC)C(=O)CN1C(=O)NC(C)(c2ccccc2)C1=O (stereo not drawn)	15%	-3%	i	-10%	-0.3	0.4%	2%	i	4%
C=CCn1c(-c2ccoc2)n[nH]c1=S	11%	-25%	i	?	-0.6	1.8%	-9%	i	-15%
COc1ccc(NC(=O)c2ccc3c(c2)OCO3)cc1Cl	-15%	-30%	i	?	-1.6	-0.1%	-4%	i	-4%
Cc1nnc(NC(=O)CSc2nc3c([nH]c4ccccc43)c(=O)n2-c2ccc(Cl)cc2)s1	-13%	-16%	i	·	·	0.4%	·	·	13%
CC1CCCCC1NCC(=O)Nc1ccccc1C(=O)Nc1ccccc1 (stereo not drawn)	5%	-34%	?	-1%	-4.1	0.5%	-1%	i	0%
C=CCNC(=O)/C(C#N)=C/c1cn(-c2ccccc2)nc1-c1ccc(OC)c([N+](=O)[O-])c1	4%	-29%	?	9%	-2.1	5.3%	-2%	i	-4%
CCCCN(C)c1nnc(NC(=O)Nc2ccc(Br)c(C)c2)s1	12%	0%	i	-30%	·	-0.6%	·	·	-6%
O=S1(=O)N=C(N(CCO)/N=C/c2ccccc2F)c2ccccc21	-15%	-6%	i	-1%	0.9	21%	3%	i	0%
N#CCCN(C(=O)c1ccc2c(=O)n3c(nc2c1)CCCCC3)c1ccccc1	1%	-3%	i	-11%	-0.6	-0.7%	1%	i	2%
COc1cccc(CNC(=O)N2CCN(c3ccccc3Cl)CC2)c1	1%	-21%	i	-16%	-2.9	0.3%	0%	i	-16%
Cc1csc(=O)n1CC(=O)OCC(=O)Nc1ccc(C(N)=O)cc1	-5%	5%	i	7%	1.2	-1.1%	-1%	i	22%

Random draw from the library; any-hit rate near 4.4%.
